# From PubChem
# TTR transcr act: TTR transcription activation, primary screen; SH-SY5Y TTR promoter Gaussia luciferase, luminescence; 100% = recombinant luciferase protein wells; 92,000 compounds, 1.3% hits; activation, % at 16.7 µM;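 active means activation above the mean of all tested compounds plus 3 SD, cut at about 9.5% in these data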;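 further: cells exposed to compounds for one day before reading; 0% = median of all test compound wells on the plate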
# Active calls of the source: *. An excerpt; the hit share may differ from the screen's.
SMILES,TTR transcr act
COC(=O)[C@]12C[C@H](CC(=O)NCc3cccc4ccccc34)C(=O)N(CCC3=CCCCC3)C1=C[C@H](C1CCCC1)O[C@@H]2C,1.8
CCOC(=O)c1c(C2CC2)csc1NC(=O)COC(=O)c1cnc(Cl)c(Cl)c1,4.0
O=C(c1ccc(F)cc1)C1CCN(C(=O)N2CCOCC2)CC1,1.3
O=C(NC(=S)Nc1ccc(N2CCCCC2)cc1)c1cccs1,0.1
COc1cccc(-c2nc(N3CCCC3)c3ccccc3n2)c1O,0.1
Cc1nn(CC#N)c(=O)n1-c1ccc(Cl)cc1,-1.5
CCn1cc(C2=NOC(C(=O)Nc3c(C)nn(Cc4ccc(F)cc4)c3C)C2)c(C)n1 (stereo not drawn),0.7
C=C(C)CN(CC)C(=O)CSc1nc(O)cc(=O)n1C1CCCC1,1.4
COC(=O)[C@]12CCCCC=C1N(Cc1ccc(OC)cc1)C(=O)[C@@H]2CC(=O)NCCCN1CCCC1=O,1.7
CCCNc1nc2c(c(=O)[nH]c(=O)n2C)n1Cc1ccc(F)cc1,3.2
Cc1ccc(C)c(-c2csc(N)c2C(=O)OC(C)C)c1,-2.9
Cc1cc(NC(=O)NC(C)(C(F)(F)F)C(F)(F)F)no1,0.5
O=C(O)c1ccc2cccc(Cl)c2c1O,2.5
CSCCC(NC(=O)c1ccccc1)C(=O)Nc1ccncc1 (stereo not drawn),1.5
O=C(COC(=O)c1ccccc1Cl)NC(=O)NCc1ccccc1,-1.6
O=C(NCc1ccc2c(c1)OCO2)C12CC3CC(CC(C3)C1)C2,0.4
CC(C)(C)N(Cc1ccccc1)C(=O)COC(=O)C1CC(=O)N(Cc2ccccc2)C1 (stereo not drawn),-0.7
Cc1ccc(CC(CC(=O)Nc2cccc(C(F)(F)F)c2)C(=O)O)cc1 (stereo not drawn),5.1
O=S(=O)(C=C(c1ccccc1)c1ccccc1)c1ccccc1,-0.9
CN(C(=O)c1cccc(NC(=O)Cc2ccc(NC(=O)C3CCCN(C(=O)C4CCCCC4)C3)cc2)c1)C1CCCCC1 (stereo not drawn),0.7
Cc1ccc(S(=O)(=O)N/N=C2/CC(=O)CC(C)(C)C2)cc1[N+](=O)[O-],-0.2
O=C(COC(=O)c1cc(Br)ccc1Cl)NC(=O)NCc1ccccc1,3.0
CC(=O)c1cccc(NC(=O)C(C)OC(=O)CCc2nc3ccccc3c(=O)[nH]2)c1 (stereo not drawn),-1.2
O=C(c1ncn[nH]1)N1CCN(c2nc(-c3ccccc3)cs2)CC1,-3.0
CC(=O)c1ccc(S(=O)(=O)Nc2cccc(-c3cn4c(n3)SCC4)c2)cc1,-0.7
CCOc1ccc(N(CC(=O)NC2CCC(C)CC2)S(=O)(=O)c2c(C)noc2C)cc1 (stereo not drawn),-1.5
COC(=O)c1[nH]c2ccccc2c1NC(=O)c1ccccc1F,3.4
CCN1C(=O)N(C)[C@@H](c2ccccc2)C(C(C)=O)=C1C,0.1
C[C@H](CO)N1C[C@H](C)[C@@H](CN(C)C(=O)c2ccccn2)Oc2cc(Br)ccc2S1(=O)=O,1.0
COC(=O)c1csc2c(C(F)(F)F)cc(N3CCN(C(=O)Nc4ccccc4)CC3)nc12,5.6
CC(C)c1ccc(OCC(=O)NC2=NCCS2)cc1,1.4
CC1CC2C3CCC4=CC(=O)CCC4(C)C3CCC2(C)C1(O)C(=O)CO (stereo not drawn),-1.3
Cc1ccc[n+](C(C)C(=O)Nc2ccc([N+](=O)[O-])cc2C)c1 (stereo not drawn),-0.9
COc1ccc(N(CC(=O)N2CCN(Cc3ccccc3)CC2)S(C)(=O)=O)cc1Cl,0.0
CC1CCC/C(=N\NS(=O)(=O)c2ccccc2)C1 (stereo not drawn),-1.1
CC(=O)O[C@H]1C(=O)[C@@]2(C)C([C@H](OC(=O)c3ccccc3)[C@]3(O)C[C@H](OC(=O)[C@H](O)[C@@H](NC(=O)c4ccccc4)c4ccccc4)C(C)=C1C3(C)C)[C@]1(OC(C)=O)CO[C@@H]1C[C@H]2O (stereo partly drawn),-1.4
CN(Cc1ccccc1)C(=S)NC(=O)c1ccccc1,-0.1
CCC1=NN(C(=O)COc2ccccc2)C(O)(c2ccc(Br)cc2)C1 (stereo not drawn),-2.0
COc1ccc(-c2noc(C(=O)NCc3ccc(F)cc3)n2)cc1OC,2.4
O=c1cnn(Cc2ccc(F)cc2)c2ccccc12,2.8

# Seven neighbouring records already listed, quoted:
SMILES,TTR transcr act
O=C(NCc1ccc2c(c1)OCO2)C12CC3CC(CC(C3)C1)C2,0.4
CC(C)(C)N(Cc1ccccc1)C(=O)COC(=O)C1CC(=O)N(Cc2ccccc2)C1 (stereo not drawn),-0.7
Cc1ccc(CC(CC(=O)Nc2cccc(C(F)(F)F)c2)C(=O)O)cc1 (stereo not drawn),5.1
O=S(=O)(C=C(c1ccccc1)c1ccccc1)c1ccccc1,-0.9
CN(C(=O)c1cccc(NC(=O)Cc2ccc(NC(=O)C3CCCN(C(=O)C4CCCCC4)C3)cc2)c1)C1CCCCC1 (stereo not drawn),0.7
Cc1ccc(S(=O)(=O)N/N=C2/CC(=O)CC(C)(C)C2)cc1[N+](=O)[O-],-0.2
O=C(COC(=O)c1cc(Br)ccc1Cl)NC(=O)NCc1ccccc1,3.0

# (list continues)
SMILES,TTR transcr act
Cc1c(C(C)C)c(=O)n(-c2ccc(S(=O)(=O)NC(C)C)cc2)n1C,0.8
O=C(NCCNc1ccc([N+](=O)[O-])cc1)c1cccs1,1.3
Cc1ccccc1-c1nnn(CC(=O)NC(=O)NC2CCCC2)n1,-2.2
COc1ccc(-c2nnc(SCC(=O)c3ccc4c(c3)OCCO4)o2)cc1,0.2
Cc1nc(N2CCCCC2)sc1C(=O)c1cccc([N+](=O)[O-])c1,8.5
Cc1ccc(CNC(=O)Cn2cnc(C(=O)Nc3ccc(C)c(C)c3)n2)o1,2.1
CCOc1ccccc1NC(=O)C(=O)/C=C(\O)c1cc(OC)ccc1OC,0.7
CCNC(=O)OCC12CC3CC(CC(C3)C1)C2,-1.3
CN(C(=O)COC(=O)COc1ccc2c(c1)CCC2)c1c(N)n(Cc2ccccc2)c(=O)[nH]c1=O,3.2
CC1(C(=O)NS(=O)(=O)c2ccc(C#N)cc2)CCN1C(=O)CCC1CCCC1 (stereo not drawn),-2.5
CCc1ccc(NC(=O)NCC2CCN(c3ccc(OC)cc3)C2)cc1 (stereo not drawn),-1.4
Cc1cc(C)cc(C(=O)N2CCN=C2SCc2ccc([N+](=O)[O-])cc2)c1,-0.1
CC(Sc1ccccc1)C(=O)N1CCN(S(=O)(=O)c2ccccc2F)CC1 (stereo not drawn),0.5
COc1cc(CO)cc(Br)c1OCC(=O)O,-0.2
CCCc1nc2oc3c(NCc4ccccn4)ncnc3c2c2c1COC(C)(C)C2,0.4
CCN(CC)c1ccc(NC(=O)CSc2nc(C)cc(=O)[nH]2)cc1,-1.0
Cc1noc(C)c1C(=O)N(C)C[C@@H]1OCc2ccccc2-c2c(n(C)c3ccccc23)C(=O)N([C@H](C)CO)C[C@H]1C,-0.2
O=C(Nc1ccc(NC(=O)C2CC2)cc1)c1cccs1,-0.7
COc1ccc2c(c1)C[C@@H]1CC(C)(C)CN1S2(=O)=O,9.2
CCOC(=O)C1CCCN(c2c(NCCc3ccc(S(N)(=O)=O)cc3)c(=O)c2=O)C1 (stereo not drawn),-1.0
COc1ccccc1CNC(=O)c1ccc(CS(=O)(=O)c2ccccc2C)o1,1.6
CCOC(=O)CSc1nc2ccccc2c(=O)n1CCN1CCOCC1,-2.8
CC(C)N(CCn1cnc2c([nH]c3ccccc32)c1=O)C(C)C,0.0
CCCCCCOc1ccc(N2C(=O)CC(N3CCN(CCN=CC4=C(O)CC(C)(C)CC4=O)CC3)C2=O)cc1 (stereo not drawn),0.0
COc1cc2c(C)nc3c(cnn3-c3ccccc3)c2cc1OC,1.3
Cc1cc2nc(-c3ccco3)c(Cc3cccc(Cl)c3)n2c(C)c1Br,0.4
Cc1ccc(S(=O)(=O)NCCSc2nnnn2-c2ccc(C(N)=O)cc2)cc1,-0.2
OC(COc1ccc(CNCc2cccnc2)cc1)CN1CCc2ccccc2C1 (stereo not drawn),3.8
CC(C)CN1CCN(Cc2cccn2-c2ccc(Cl)cn2)CC1CCO (stereo not drawn),5.3
Cc1ccc(Oc2ncccc2NC(=O)CC(CC(=O)O)c2ccccc2)c2c1CCC2 (stereo not drawn),-0.7
COc1ccc(NC(=O)N(C)C[C@H]2OCc3cnnn3CCCC(=O)N([C@H](C)CO)C[C@@H]2C)cc1,1.9
CS(=O)(=O)N1CCN(c2ccccc2NC(=S)NC(=O)c2cccs2)CC1,-2.9
O=C(COc1ccccc1)NC(=S)Nc1ccc(Br)cn1,-0.2
COc1ccc(NC(=O)Cc2coc3cc(C)ccc23)cc1S(=O)(=O)N1CCOCC1,-0.8
COc1ncccc1C(=O)NC1CCCc2c1cnn2-c1ccc(C)c(C)c1 (stereo not drawn),-2.5
CCOC(=O)c1ccc(NC(=O)c2c(C)[nH]c(C(=O)OCC)c2C)cc1,1.3
Cn1c(NC(=O)c2cc(Cl)ccc2Cl)cc(=O)n(C)c1=O,2.4
Clc1ccc(Cc2noc(-c3cccs3)n2)cc1,-0.1
Clc1ccccc1-c1nnc2n1-c1ccccc1SC2,-2.3
O=C(NCCCO)c1cc2ccccc2[nH]1,1.5
O=C1OC[C@H]2CCCN2C(=O)[C@@H](CC(=O)N(CCO)Cc2ccccc2)C/C=C\CC[C@H]1Cc1ccc(F)cc1,1.6
CSc1ccc(CN2C(=O)C(C)Sc3ccc(C(C)=O)cc32)cc1 (stereo not drawn),1.2
CN(C)C(=O)C1C2NC(=S)N(c3ccccc3)C1(C)Oc1ccccc12 (stereo not drawn),0.3
CC(C)c1ccc(NC(=O)OC2CCC23CCC(c2ccccc2)CC3)cc1 (stereo not drawn),2.2
O=C(NCc1ccncc1)C(=O)N/N=C/c1ccccn1,2.8
CCc1cc2c(SCC(=O)N3CC(=O)Nc4ccccc43)ncnc2s1,-0.1
CCOP(=O)(OCC)c1ccc2c(c1)C(=O)c1ccccc1-2,-0.7
COc1ccc(N(C(C)=O)C2C=CS(=O)(=O)C2)c(OC)c1 (stereo not drawn),0.3
CCCCn1c(O)c(N=NC(=O)c2ccco2)c2ccccc21,1.1
CC(=O)Nc1ccc(C)c(NS(=O)(=O)c2cccc(C(F)(F)F)c2)c1,-1.4
CC(=O)/C(=N\Nc1ccccc1)Oc1ccc(Br)cc1,-1.1
COc1ccc(S(=O)(=O)n2nc(-c3cc(OC)c(OC)c(OC)c3)cc2N)cc1OC,0.2
C=C1[C@@H](CCO)N(S(=O)C(C)(C)C)C[C@@H]1C (stereo partly drawn),2.1
CC1(C)CC(=O)C=C(NCCN2CCN(C(=O)Nc3ccccc3)CC2)C1,0.5
COCCNC(=O)/C(C#N)=C/c1c(N2CCN(c3cccc(Cl)c3)CC2)nc2c(C)cccn2c1=O,-0.2
CC(NC(=O)c1cc2cc(F)ccc2[nH]1)c1ccccc1 (stereo not drawn),0.0
O=C(Cc1ncon1)Nc1ccc(F)c(F)c1F,-0.5
Cc1nnc(SCC(=O)NC(=O)NC(C)C)s1,-0.1
O=C1CC(N2CCN(Cc3ccc(Cl)cc3)CC2)C(=O)N1CCc1ccccc1 (stereo not drawn),-2.0
CCOC(=O)[C@@]12CCC3=C1N(CCC3)C(=O)[C@H](CC(=O)N1CCN(C(=O)c3ccco3)CC1)C2,0.0

# Quoted at random: six compounds from above, in no set order.
SMILES,TTR transcr act
CC(=O)/C(=N\Nc1ccccc1)Oc1ccc(Br)cc1,-1.1
CN(C)C(=O)C1C2NC(=S)N(c3ccccc3)C1(C)Oc1ccccc12 (stereo not drawn),0.3
O=C1CC(N2CCN(Cc3ccc(Cl)cc3)CC2)C(=O)N1CCc1ccccc1 (stereo not drawn),-2.0
CSc1ccc(CN2C(=O)C(C)Sc3ccc(C(C)=O)cc32)cc1 (stereo not drawn),1.2
CC(NC(=O)c1cc2cc(F)ccc2[nH]1)c1ccccc1 (stereo not drawn),0.0
Cc1nnc(SCC(=O)NC(=O)NC(C)C)s1,-0.1

# The listing picks up; the three compounds before the break are reprinted first.
SMILES,TTR transcr act
Cc1nnc(SCC(=O)NC(=O)NC(C)C)s1,-0.1
O=C1CC(N2CCN(Cc3ccc(Cl)cc3)CC2)C(=O)N1CCc1ccccc1 (stereo not drawn),-2.0
CCOC(=O)[C@@]12CCC3=C1N(CCC3)C(=O)[C@H](CC(=O)N1CCN(C(=O)c3ccco3)CC1)C2,0.0
CC12CCC(C(=O)N3CCCc4ccccc43)(CC1=O)C2(C)C (stereo not drawn),2.7
COc1cc2c(cc1OC)C(c1ccc(Br)cc1)N(C(=O)c1ccccc1C(=O)O)CC2 (stereo not drawn),-0.8
CSc1ccccc1NC(=O)CSc1nnc(CNC(=O)c2ccccc2F)n1C,2.1
FC(F)(F)c1ccc(-c2nc3ccccc3s2)cc1,3.3
CNC(=O)c1ccc(NC(=O)CCNC(=O)Nc2ccccc2)cc1,-0.8
Cc1nc2sc(C(c3ccccc3)N3CC(C)OC(C)C3)c(O)n2n1 (stereo not drawn),-0.8
CCOCc1nnc(NC(=O)CCS(=O)(=O)Cc2ccccc2)s1,3.7
COC(=O)c1nn(-c2cccc(C(F)(F)F)c2)c(=O)cc1Sc1ccccn1,-0.2
Cc1ccc(S(=O)(=O)N2CCN(C(=O)CCC(=O)NC3CCCc4ccccc43)CC2)cc1 (stereo not drawn),2.9
CCCCN1C(=N)N([C@@H](C)CN2CCC[C@H]2CN2C(N)=NC[C@H]2C(C)C)C[C@H]1[C@H](C)CC,-0.8
Cn1c(=O)c2c(=O)cc(NNC(=O)CC#N)[nH]c2n(C)c1=O,-1.2
Cc1cccc(CSc2nc3sc(C)c(C)c3c(=O)n2Cc2ccco2)c1,4.6
CCN(CC)S(=O)(=O)c1cc(NC(=O)C(=O)c2c(-c3ccccc3)cc3ccccn23)ccc1C,-4.1
S=c1[nH]nc(-c2ccco2)n1/N=C/c1ccccc1,0.8
COC(=O)c1c(C)c[nH]c1C,0.8
O=C(COC(=O)/C=C/c1ccc(F)cc1)NCc1ccc2c(c1)OCO2,2.3
CC[n+]1c(C)n(-c2ccccc2)c2ccc(C(=O)OC)cc21,0.2
COc1cc(/C=C/CN2CCC(CO)(CC3CCCCO3)CC2)ccc1O (stereo not drawn),0.1
O=c1[nH]c(=S)c2ncn(-c3ccccc3)c2[nH]1,-0.6
Nc1n[nH]c(N)c1N=Nc1cccc(F)c1,0.1
CCC(c1nnc(SCC(=O)Nc2c(F)cccc2F)n1Cc1ccccc1)N(C)C (stereo not drawn),-1.8
